# Compound activity from PubChem.
# ssDAF12 agonist: activates DAF-12 receptor from parasite S. stercoralis; 1% of 370,000 active; activation, % at 6.8 µM; HEK293 ssDAF-12/GRIP1 lit1-tk-luc reporter, luminescence; % of 3 µM dafachronic acid response;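 active means activation above the mean over all tested compounds plus 3 SD, cut at about 0.9% in these data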;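 further: 0% = DMSO-only wells and 100% = 3 µM delta7-dafachronic acid wells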
# DAX1 inh-1: NR0B1 (DAX1) inhibition. P51843. HEK293 Gal4-DAX1 luciferase reporter, luminescence. inhibition, % at 6.75 µM. 0.99% of 340,000 active. AID 504766;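 active means inhibition above the mean over all tested compounds plus 3 SD, cut at about 4.2% in these data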;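 further: 0% = DAX1-transfected cells with DMSO and 100% = empty-vector control cells with DMSO; inhibition shows as a rise in luminescence from relieved DAX1 repression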
# Target sequence (P51843 207-470 limits assumed): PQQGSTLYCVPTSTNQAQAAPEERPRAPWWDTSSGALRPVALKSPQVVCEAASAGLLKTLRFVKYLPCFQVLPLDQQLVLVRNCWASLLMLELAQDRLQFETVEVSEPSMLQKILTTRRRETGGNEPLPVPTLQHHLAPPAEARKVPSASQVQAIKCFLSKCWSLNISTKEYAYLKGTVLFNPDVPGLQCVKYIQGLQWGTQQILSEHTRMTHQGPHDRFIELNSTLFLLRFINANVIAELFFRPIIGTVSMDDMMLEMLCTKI
# GC-A act: GC-A (human) enzyme activation; HEK293 GC-A cells, cGMP TR-FRET, EC30 ANP; 0% at EC30 ANP, 100% saturating ANP; P16066; 0.14% of 370,000 active; activation, % at 10 µM; AID 1671463; in the data active means activation above about 40%
# GAA850 FXN act: activators of GAA850 frataxin (FXN) promoter | HEK293 lucGAA850 FXN promoter luciferase reporter, 24 h; percent of 10 µM SAHA response | activation, % at 6 µM | 0.56% of 360,000 active | AID 540364;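 active means activation above the average of all compounds screened plus 3 SD, cutoff fixed separately per campaign, cut at about 7.5% in these data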;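 further: 0% = DMSO wells and 100% = 10 µM SAHA wells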
# DAX1 inh-2: inhibitors of DAX1 repression of SF-1 activated StAR promoter; AID 652010; inhibition, % at 6.8 µM; HEK293T StAR-luciferase reporter, SF-1/DAX-1 repression relief; 1.1% of 370,000 active;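 active means inhibition above the mean over all tested compounds plus 3 SD, cut at about 3.6% in these data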;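 further: 0% = DAX-1 cells with DMSO and 100% = cells lacking DAX-1 with DMSO; higher inhibition means more luminescence from relief of DAX-1 repression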
# SMARCA2 activ: increases SMARCA2 function in MMTV reporter cells; AID 652017; activation, % at 9.1 µM; MG213 cells, MMTV-luciferase reporter, dexamethasone, overnight; 1% of 370,000 active; in the data active means activation above about 7.8%;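 further: 0% = vehicle wells and 100% = reference activator wells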
# NPR2 activator: GC-B (human) receptor activation; P20594; HEK293-GC-B cells, CNP EC30, cGMP TR-FRET; 0% at EC30 CNP, 100% saturating CNP; activation, % at 10 µM; 0.11% of 370,000 active; AID 1920062;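 active means activation at 10 µM reaching about 35% in either raw or pattern-adjusted values, limit read from the data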
# hcDAF12 agonist: H. contortus DAF-12 activation, primary screen | activation, % at 6.8 µM | AID 652067 | HEK293 hcDAF-12 lit1-tk-luc reporter, luminescence; 0% DMSO, 100% Δ7-dafachronic acid | 1.4% of 370,000 active;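 active means activation above the mean of all tested compounds plus 3 SD, cut at about 5.5% in these data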;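 further: 100% = response to 3 µM Δ7-dafachronic acid high control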
# sPLA2-III inh: Blocks human group III sPLA2 activity; Q9NZ20; QFRET BODIPY PC-A2 liposome hydrolysis, fluorescence; inhibition, % at 12.2 µM; 0.56% of 370,000 active; AID 743126;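 active means inhibition above mean plus 3 SD of compounds lying within the high and low control bounds, cut at about 19% in these data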;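 further: 0% = median of test compound wells and 100% = no enzyme DMSO wells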
# Target sequence (Q9NZ20 whole entry, looked up): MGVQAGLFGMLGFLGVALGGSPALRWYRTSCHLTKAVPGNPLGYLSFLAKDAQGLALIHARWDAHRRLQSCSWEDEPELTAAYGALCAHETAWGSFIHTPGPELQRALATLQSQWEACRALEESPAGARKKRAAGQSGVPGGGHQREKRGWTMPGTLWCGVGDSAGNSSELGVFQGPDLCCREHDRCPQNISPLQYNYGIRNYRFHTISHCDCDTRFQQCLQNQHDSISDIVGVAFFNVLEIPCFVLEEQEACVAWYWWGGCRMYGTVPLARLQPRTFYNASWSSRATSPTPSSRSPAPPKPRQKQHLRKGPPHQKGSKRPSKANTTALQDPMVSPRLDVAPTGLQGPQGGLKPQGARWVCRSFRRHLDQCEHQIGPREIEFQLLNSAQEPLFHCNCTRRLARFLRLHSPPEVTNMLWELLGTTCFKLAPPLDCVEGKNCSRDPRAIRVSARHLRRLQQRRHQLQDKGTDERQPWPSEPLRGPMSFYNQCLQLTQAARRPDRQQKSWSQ
# KLK7 zymogen act: activates the human kallikrein-7 zymogen | P49862 | purified proKLK7, EDANS-DABCYL substrate fluorescence; 100% is mature enzyme control, 0% vehicle | activation, % at 7 µM | 0.9% of 370,000 active;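 active means activation above the mean of all tested compounds plus 3 SD, computed per campaign excluding outliers beyond control limits, cut at about 13% in these data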
# Target sequence (P49862 whole entry, looked up): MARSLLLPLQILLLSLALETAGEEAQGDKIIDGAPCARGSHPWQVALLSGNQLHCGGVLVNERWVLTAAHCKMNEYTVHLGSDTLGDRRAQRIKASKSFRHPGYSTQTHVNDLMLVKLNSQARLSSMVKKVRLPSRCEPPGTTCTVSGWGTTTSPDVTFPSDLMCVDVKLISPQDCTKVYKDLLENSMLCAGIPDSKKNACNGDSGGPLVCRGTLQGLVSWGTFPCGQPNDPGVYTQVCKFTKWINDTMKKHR
# hgDAF12 agonist: hgDAF-12 agonism, primary luciferase screen; HEK293 GAL4-hgDAF12 UAS-luciferase reporter, agonist luminescence; normalized to butyrate control; activation, % at 6.8 µM; 1.8% of 370,000 active; AID 687014;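 active means activation above a cutoff set at the mean of all screened compounds plus 3 SD, cut at about 10% in these data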;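 further: 0% = DMSO wells and 100% = sodium butyrate wells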
# Active calls of the source: *; · = not tested or not shown.
SMILES,ssDAF12 agonist,DAX1 inh-1,GC-A act,GAA850 FXN act,DAX1 inh-2,SMARCA2 activ,NPR2 activator,hcDAF12 agonist,sPLA2-III inh,KLK7 zymogen act,hgDAF12 agonist
CCN(CC)C(=O)[C@H]1C[C@@H]2[C@H](C[C@@H](c3ccccc3)[C@H]1C)N(c1ccc(F)cc1)C(=O)N2CCCOc1ccccc1,-1.4,·,-6,·,-1.3,-6,-8,-1.0,-10,0.7,-2.9
Cc1c(C(=O)NC2CCOC2)oc2c(F)cccc12 (stereo not given),-0.2,3.0,-1,3.6,5.7*,7,-4,5.1,4,-0.6,14*
COc1ccc2oc(=O)c(N3C(=O)c4ccccc4C3=O)cc2c1,-1.1,2.4,0,-1.6,0.2,0,1,0.6,-3,7.9,2.2
O=C(CNSc1ccc([N+](=O)[O-])cc1[N+](=O)[O-])OCc1ccccc1,0.2,·,7,·,2.0,0,2,-0.1,4,0.4,-0.3
CCN(CC(=O)Nc1c(F)cccc1F)C(=O)CNC(=O)c1cccs1,-1.3,0.5,1,0.5,-0.3,0,7,-1.2,3,0.0,0.9
CCCN1CCN(CCCNC(=O)CN2C(=O)COc3ccc(C(C)(C)C)cc32)CC1,-1.0,-0.3,2,-0.6,-0.2,-1,0,1.4,3,-0.1,-1.3
COc1ccc(Cc2c(C(C)(C)C)nc3cc(C)c(Br)c(C)n23)c(C)c1,1.8*,·,1,·,0.0,-2,0,0.5,2,0.4,3.8
O=C(Cn1cc(C(=O)c2ccco2)c2ccccc21)NC1CC1,-0.8,0.8,0,0.1,0.0,0,-4,0.5,5,0.1,-3.9
COc1ccc2c(CC(=O)N(C)CC3COc4ccccc4O3)coc2c1 (stereo not given),0.4,-3.1,-10,0.2,-0.3,5,-2,-0.3,-11,0.6,-1.9
COc1cccc(Cn2nc(C(=O)O)c3ccccc3c2=O)c1,-1.9,-0.8,1,3.3,-0.2,3,-1,-1.7,-7,-0.3,2.9
C=CCc1cccc(CNc2nc3ccccc3n2CCN2CCOCC2)c1O,-0.7,1.2,-12,-3.4,-0.2,-5,-15,1.5,5,0.1,0.2
C=CCSc1nnc(NC(=O)C2CC(=O)N(c3ccc4c(c3)OCCO4)C2)s1 (stereo not given),-1.0,-0.5,1,0.7,-0.1,-2,-1,-1.9,5,-0.1,-0.8
Cc1ccc([N+](=O)[O-])cc1N/C=C1\CCc2ccccc2C1=O,-0.4,-0.3,7,3.1,0.6,-2,-5,0.8,11,-0.2,1.4
Cc1c(C(=O)N2CCCC2)sc(NC(=O)c2ccccc2)c1C#N,-1.0,-0.7,1,4.0,-0.1,1,3,-0.9,3,-0.1,-1.5
N#CC(C#N)=CNc1cccnc1,-0.9,1.8,-6,0.4,0.9,-1,3,0.7,0,0.4,3.5
CCC(=O)N1N=C(c2cccc(NS(C)(=O)=O)c2)CC1c1cccs1 (stereo not given),-1.3,-0.7,-4,0.0,-0.4,1,-4,-1.3,-9,-4.0,1.1
COc1ccc(OC)c(CN2CCN(CC(=O)Nc3ccccc3C(=O)NC3CC3)CC2)c1,-1.9,-1.0,-4,-2.1,-1.7,5,1,-1.4,-9,-0.8,-1.6
Brc1ccc(-c2nnc(Cc3ccccc3)o2)cc1,-2.4,·,-1,4.1,0.9,7,-2,1.2,-3,0.5,6.6
Cn1c(SCc2cccc(F)c2)nnc1-c1ccccn1,-1.0,5.2*,2,4.9,0.6,9.9*,-1,0.1,6,-0.6,3.7
Cc1ccc(NC(=O)c2sccc2-n2cccc2)c(C)c1,-1.2,2.4,-7,-2.4,-0.2,-2,-4,0.3,5,-0.2,1.3
O=C(O)c1cc(-c2ccncc2)nc2ccc(S(=O)(=O)N3CCOCC3)cc12,-0.3,0.1,0,-3.5,0.4,-3,4,0.2,-1,0.2,0.1
CCN(CC(=O)Nc1ccccc1C(F)(F)F)C(=O)c1cc(-c2cccs2)nn1-c1ccccc1,-1.2,1.1,-2,1.8,0.5,2,2,-0.6,0,-0.1,-1.4
COc1ccccc1-c1cnnc(N/N=C/c2ccc(-c3cccc(Br)c3)o2)n1,-1.2,-0.1,-3,1.1,0.2,-1,9,4.8,10,0.1,-0.8
O=C(CN(CC1CCCO1)C(=O)CNS(=O)(=O)c1ccc(Cl)cc1)NCc1ccc(F)cc1 (stereo not given),-1.1,1.2,1,-2.4,0.0,-2,-2,-1.1,0,0.4,-1.5
CC1CCN(C(=O)CSc2nc(C(C)C)nc3c2c(=O)n(C)c(=O)n3C)CC1,-1.5,0.8,3,-1.5,-1.8,0,-1,-0.8,1,-0.5,1.6
Cn1nc(SCc2ccccc2)c(=O)[nH]c1=O,-1.6,0.0,0,-2.2,0.3,3,0,0.3,-4,-0.3,0.5
COC(=O)c1cccc(C(=O)Nc2ccc(C)cc2)n1,1.0*,0.2,1,2.3,2.7,4,-4,7.1*,-3,-0.2,7.5
COc1ccccc1C(=O)NCCC(=O)N1CCN(c2ccc(C(F)(F)F)cn2)CC1,-1.1,0.1,-3,-0.8,-1.5,-3,-6,-3.1,-9,0.6,-0.6
COc1cc2c(cc1NC(=O)c1cc(-c3cccnc3)nc3ccc(C)cc13)oc1ccccc12,-1.6,0.0,-2,0.1,0.2,-1,0,-0.8,7,-0.1,-0.1
CC(C)(C)c1ccc(-c2nnc(N)s2)cc1,0.6,3.0,0,5.8,5.0*,2,-8,2.5,-5,-0.2,17*
O=C(CN1C(=O)C2CCCCC2C1=O)Nc1ccc(S(=O)(=O)Nc2ncccn2)cc1 (stereo not given),-1.4,1.0,-2,1.0,1.0,1,4,0.6,-6,0.6,4.4
COc1ccc(NC(=O)C(=O)Nc2cccc3cccnc23)cc1OC,-1.7,1.5,1,1.4,0.2,0,-6,-2.4,2,-0.6,0.0
CCOc1ccc(S(=O)(=O)N2CCC(C(=O)N3CCCCCC3)CC2)cc1C,-1.3,-0.3,-3,0.1,-2.1,-3,-2,-0.5,-7,-0.1,-2.5
CC(C)(C)NCc1cc(Cl)ccc1OCc1ccccc1F,-1.4,-0.6,-22,-4.9,-0.5,-2,-15,-1.4,-2,0.5,-1.2
COc1cccc(NC(=S)N2CCC(NC(=O)c3ccco3)CC2)c1,-0.5,0.4,3,-1.6,0.1,0,1,-0.8,3,-0.5,0.0
COc1ccc([C@H]2CC(=O)C=C(c3ccc4ncccc4c3)C2)cc1,-1.5,0.4,4,-0.7,-0.2,2,-7,-2.6,3,-0.2,-1.0
CC1=C(C(=O)OCC2CCCO2)C(c2ccsc2)C2=C(CC(C)(C)CC2=O)N1 (stereo not given),-1.8,2.5,-13,-2.0,-0.6,-2,-6,-0.9,-3,1.4,-1.6
C/C(=N\NS(=O)(=O)c1ccc(C(C)(C)C)cc1)c1ccccc1,0.2,-0.1,6,2.7,-0.4,-1,-5,0.6,-7,0.4,-1.0
O=C(c1ccc(COc2ccc(Cl)cc2Cl)o1)N1CCCC1,-1.2,0.4,17,2.4,-0.2,1,-6,-1.1,-10,0.2,-2.2
CC(=O)n1cc(/C=N/NC(=O)c2sc(C)nc2C)c2ccccc21,-0.8,-0.7,12,1.9,-0.7,1,5,-0.7,-11,0.3,2.9

# 3 compounds drawn at random from the list so far, as already listed:
SMILES,ssDAF12 agonist,DAX1 inh-1,GC-A act,GAA850 FXN act,DAX1 inh-2,SMARCA2 activ,NPR2 activator,hcDAF12 agonist,sPLA2-III inh,KLK7 zymogen act,hgDAF12 agonist
C/C(=N\NS(=O)(=O)c1ccc(C(C)(C)C)cc1)c1ccccc1,0.2,-0.1,6,2.7,-0.4,-1,-5,0.6,-7,0.4,-1.0
O=C(O)c1cc(-c2ccncc2)nc2ccc(S(=O)(=O)N3CCOCC3)cc12,-0.3,0.1,0,-3.5,0.4,-3,4,0.2,-1,0.2,0.1
CC1CCN(C(=O)CSc2nc(C(C)C)nc3c2c(=O)n(C)c(=O)n3C)CC1,-1.5,0.8,3,-1.5,-1.8,0,-1,-0.8,1,-0.5,1.6

# Profiles, looked up by structure.
# Results for `O=C(c1ccc(COc2ccc(Cl)cc2Cl)o1)N1CCCC1` = ssDAF12 agonist: -1.2; DAX1 inh-1: 0.4; GC-A act: 17; GAA850 FXN act: 2.4; DAX1 inh-2: -0.2; SMARCA2 activ: 1; NPR2 activator: -6; hcDAF12 agonist: -1.1; sPLA2-III inh: -10; KLK7 zymogen act: 0.2; hgDAF12 agonist: -2.2
# Results for `O=C(CN1C(=O)C2CCCCC2C1=O)Nc1ccc(S(=O)(=O)Nc2ncccn2)cc1` (stereo not given) = ssDAF12 agonist: -1.4; DAX1 inh-1: 1.0; GC-A act: -2; GAA850 FXN act: 1.0; DAX1 inh-2: 1.0; SMARCA2 activ: 1; NPR2 activator: 4; hcDAF12 agonist: 0.6; sPLA2-III inh: -6; KLK7 zymogen act: 0.6; hgDAF12 agonist: 4.4

# (listing goes on)
SMILES,ssDAF12 agonist,DAX1 inh-1,GC-A act,GAA850 FXN act,DAX1 inh-2,SMARCA2 activ,NPR2 activator,hcDAF12 agonist,sPLA2-III inh,KLK7 zymogen act,hgDAF12 agonist
COc1ccc(S(=O)(=O)Nc2cc3c4c(c2)CCN4C(=O)CC3)cc1,-0.7,2.3,1,-0.7,0.5,-2,-1,-0.9,2,0.3,1.7
CC(C)C[C@H](NC(=O)OC(C)(C)C)c1nnc(SCc2ccccc2)o1,-1.4,0.9,-8,0.6,-0.5,0,1,-1.4,-5,-0.1,-1.0
CCOC(=O)C1=C(COC(=O)c2cc(S(=O)(=O)N(C)C)ccc2C)NC(=O)NC1C (stereo not given),-1.1,-0.9,-3,0.7,-1.8,-1,2,-1.7,-4,-0.2,1.3
COc1cccc(NC(=O)c2nc3ncccn3n2)c1,-1.1,1.4,7,0.5,0.6,1,4,-1.6,-1,0.1,1.3
CCc1ccccc1CC1CN(Cc2ccccc2)Cc2ccccc2N1c1ccc(OC)cc1 (stereo not given),-0.2,·,0,·,1.0,-5,4,1.4,1,-0.1,-0.5
CSc1ccc(CN2CCN(C(=O)c3ccncc3)CC2)cc1,-1.7,-1.5,0,1.2,-1.2,-2,1,-1.8,8,0.4,-1.6
CC(=O)Nc1ccc(NC(=O)COc2ccc(Br)cc2C)cc1,-1.7,1.9,2,0.7,0.8,-1,4,-1.3,-10,0.8,0.6
COc1ccc(N(CC(=O)N2CCCCCC2)S(=O)(=O)c2ccccc2)cc1,-1.2,0.3,-12,0.0,-0.4,-1,-9,-1.9,6,-0.1,-0.9
O=C(O)c1ccc(S(=O)(=O)N2CCC(c3nc(-c4ccccc4Cl)no3)CC2)cc1,-1.1,0.7,3,1.0,-0.8,1,-1,-0.4,-1,0.2,-0.5
CCCc1nn(C)c2c1C(c1cccnc1)C(C#N)=C(N)O2 (stereo not given),-0.3,-0.2,-1,-2.1,0.2,2,6,-1.3,7,-0.3,-2.1
COc1ccc(NS(=O)(=O)c2csc(C(=O)Nc3ccccc3)c2)cc1,-1.0,-0.3,-14,-1.9,-0.5,-6,-8,-2.5,-20,0.7,-4.0
Cc1ccccc1NC(=O)N1CCCC(c2nc(-c3ccc(F)cc3)no2)C1 (stereo not given),-1.6,-0.2,-2,0.1,0.6,0,-2,-1.0,-2,0.6,3.4
O=c1ccc2cc(S(=O)(=O)N3CCOCC3)ccc2o1,-1.1,-0.6,2,3.0,-0.3,2,-4,-0.6,-2,0.3,0.1
